Assay outcomes (PubChem BioAssay)
RTF Ca sens act – cardiac RTF calcium sensitivity activators, primary screen, biochemical, IANBD-TnC fluorescence, EC20 calcium; hit rate 0.24% among 340,000; activation, % at 7.2 µM; AID 493008, 2010; IANBD-labeled TnC RTF fluorescence at EC20 calcium; 0% EC20 calcium, 100% full calcium;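 active = activation above the mean over all tested compounds plus 3 SD, cut at about 30% in these data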;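 note: rise in fluorescence read as greater calcium sensitivity of cardiac thin filaments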
MOR-DOR ag – agonists of OPRM1-OPRD1 heterodimerization, primary screen, cell-based, luminescence; Mu-type opioid receptor (Homo sapiens) + Delta-type opioid receptor (Homo sapiens), …; cells; activation, % at 9.3 µM; hit rate 0.3% among 340,000; AID 504326, 2011; in the data active = activation above about 18%;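 note: 0% = vehicle-treated cells and 100% = reference agonist; values of inactives mirror those of a sister screen read the other way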
Target sequence (P35372 whole entry, looked up): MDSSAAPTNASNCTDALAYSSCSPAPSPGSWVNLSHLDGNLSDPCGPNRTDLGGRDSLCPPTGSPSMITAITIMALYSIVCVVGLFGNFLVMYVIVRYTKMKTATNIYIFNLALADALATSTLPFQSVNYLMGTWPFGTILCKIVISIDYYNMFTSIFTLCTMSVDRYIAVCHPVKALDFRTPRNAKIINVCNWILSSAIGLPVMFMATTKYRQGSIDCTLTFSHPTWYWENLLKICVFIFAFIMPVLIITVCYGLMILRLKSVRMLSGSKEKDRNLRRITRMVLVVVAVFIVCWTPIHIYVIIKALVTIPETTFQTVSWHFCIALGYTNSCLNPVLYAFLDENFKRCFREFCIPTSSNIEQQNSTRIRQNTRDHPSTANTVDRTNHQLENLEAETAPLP
Target sequence (P41143 whole entry, looked up): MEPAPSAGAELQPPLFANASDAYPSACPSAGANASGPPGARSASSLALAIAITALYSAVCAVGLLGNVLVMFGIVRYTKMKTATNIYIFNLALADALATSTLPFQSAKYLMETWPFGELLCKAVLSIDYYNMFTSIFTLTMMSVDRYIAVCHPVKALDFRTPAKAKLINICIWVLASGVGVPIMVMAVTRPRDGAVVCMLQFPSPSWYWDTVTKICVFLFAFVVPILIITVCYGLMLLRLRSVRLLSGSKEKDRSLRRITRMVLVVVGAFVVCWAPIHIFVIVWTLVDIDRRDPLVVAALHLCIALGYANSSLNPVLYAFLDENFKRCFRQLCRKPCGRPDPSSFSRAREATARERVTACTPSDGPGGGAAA
V-ATPase pH – regulators of yeast V-ATPase proton pumping, primary screen, pHLuorin cytosolic pH fluorescence | S. cerevisiae | response, % at 10 µM | hit rate 0.37% among 350,000 | AID 504577, 2011; in the data active = response mostly above about 7.3%, no sharp cut-off; inactive = mostly below about 5.4%; note: actives read high; inactives centre near 0; some compounds called inactive have numbers as strong as hits; reference of the scale not given here
MOR-DOR inv ag – inverse agonists of MOR-DOR heterodimerization, primary screen, cell-based, luminescence | hit rate 0.21% among 340,000 | cell-based MOR-DOR heterodimer luminescence, inverse agonism | Mu-type opioid receptor (Homo sapiens) + Delta-type opioid receptor (Homo sapiens), … | AID 504357, 2011 | inhibition, % at 9.3 µM; in the data active = inhibition above about 22%, passing the limit was not always enough;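 note: 0% = cells with DMSO and 100% = wells without cells with DMSO; values of inactives mirror those of a sister screen read the other way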
Keap1-Nrf2 PPI – Keap1-Nrf2 protein-protein interaction inhibitors, primary screen, biochemical, fluorescence polarization, single point; Kelch-like ECH-associated protein 1 (Homo sapiens), Q14145; Keap1 Kelch-Nrf2 peptide fluorescence polarization, 1536-well; inhibition, % at 9.4 µM; hit rate 0.15% among 340,000; AID 504523, 2011; in the data active = inhibition above about 12%;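 note: human Keap1 Kelch domain with fluorescein labeled Nrf2 9mer peptide probe; 0% = neutral control wells and 100% = peptide positive control; higher means more block of Keap1 binding to Nrf2 peptide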
Wnt act – Wnt/beta-catenin pathway activators, primary screen, cell-based, plate reader, single point; hit rate 1.2% among 300,000; activation, % at 9.35 µM; AID 743398, 2014; Wnt/beta-catenin reporter cell assay, activator; in the data active = activation above about 30%, passing the limit was not always enough;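 note: 0% = neutral control wells and 100% = positive control wells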
LANA DNA inh – inhibitors of KSHV C-LANA binding to DNA, primary screen, biochemical, fluorescence polarization, FAM-LBS DNA, MBP-C-LANA, single point; inhibition, % at 9 µM; Kaposi's sarcoma herpesvirus LANA C-terminal domain (residues 932-1162) DNA binding; hit rate 0.078% among 340,000; AID 504423, 2011;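 active = highest replicate inhibition at or above 60% at 9 µM, even if other replicates fall short; inactive = all replicates below 60% inhibition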;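 note: 0% = neutral control wells and 100% = 4 µM acridine orange control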
RTF Ca sens inh – cardiac RTF calcium sensitivity inhibitors, primary screen, biochemical, IANBD-TnC fluorescence, EC70 calcium; Troponin I, cardiac muscle (Homo sapiens) + Troponin T, cardiac muscle (Homo sapiens) + …; hit rate 0.12% among 340,000; IANBD-labeled cardiac RTF, Ca2+ fluorescence; inhibition, % at 7.15 µM; AID 493244, 2011;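 active = inhibition above the mean inhibition of all tested compounds plus 3 SD, cut at about 17% in these data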;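 note: assay run at fixed EC70 calcium of 1.6 mM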
Arr AP2 block – inhibitors of beta-arrestin/AP2 binding, primary screen, biochemical, GPCR trafficking, flow cytometry; AID 504490, 2011; hit rate 0.31% among 340,000; beta-arrestin 1 C-terminal peptide binding to AP2 beta2-adaptin appendage (human); FITC-arrestin peptide / GST-AP2 beads; AP2 beta2 appendage carries R879A mutation; inhibition, % at 10 µM;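 active = inhibition above a set limit, near 3 SD of compounds lacking own fluorescence, cut at about 54% in these data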;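 note: plate controls were DMSO wells for no effect and 5 µM unlabelled arrestin peptide for full effect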
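System: GST-AP2 R879A glutathione beads. Medium: PBS with 0.05% Tween 20 and 0.1% BSA. Also added: FITC-arrestin peptide, 50 nM. Incubation: 12 min plus 1 h, RT. Measured by: high-throughput flow cytometry of beads, ex 488, em 535 nm. Evaluation: percent drop in bead-associated FITC signal.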
Pemphigus Ab inh – inhibitors of pemphigus antibody binding to DSG3, primary screen, biochemical, bead-based, flow cytometry, scFv-GFP. DSG3-coupled beads, scFv-anti-DSG3-GFP binding; stronger effect = lower value. Desmoglein-3 (Homo sapiens), P32926. binding (percent of control), % at 10 µM. hit rate 0.48% among 310,000;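 active = binding more than 3 SD below its plate's average and above zero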; note: some compounds called inactive have numbers as strong as hits
An asterisk follows results filed as active; · = not tested or not shown.

SMILES	RTF Ca sens act	MOR-DOR ag	V-ATPase pH	MOR-DOR inv ag	Keap1-Nrf2 PPI	Wnt act	LANA DNA inh	RTF Ca sens inh	Arr AP2 block	Pemphigus Ab inh
NC(=O)c1ccc(Cn2c(C(=O)c3ccc(Cl)cc3)c3ccccc3[n+]2[O-])cc1	0.0	-0.6	3.0	3.3	-1.7	-0.8	1.1	-16.0	21.9	98.6
Cc1ccc(S(=O)(=O)NCCC(=O)OC(C)C(=O)NC2CC2)cc1 (stereo not drawn)	-3.8	-1.0	0.2	6.5	-3.2	1.2	-0.4	-3.1	-6.1	97.9
CCOc1ccc(CCNC(=O)CN(C)S(=O)(=O)c2cccc3nsnc23)cc1OCC	7.0	-1.5	1.0	8.9	-5.3	-1.4	-0.7	3.6	-5.7	110.8
Cc1cc(C(=O)N/N=C/c2ccccc2Br)no1	1.4	-0.7	-5.0	3.8	-3.1	·	-0.8	-0.9	7.2	92.5
CC(=O)Oc1ccc2c(c1)C(=O)c1ccccc1C2=O	-2.3	-2.7	-0.6	11.9	-1.7	1.2	0.4	-8.2	2.5	99.5
CCNC(=S)N1CCN(c2nc(-c3cccc(OC)c3)cs2)CC1	-3.5	-1.6	7.2	7.7	-6.9	-0.7	1.4	-7.7	3.1	112.5
O=C(NCc1ccccn1)c1ccc(N2CCCC2)c([N+](=O)[O-])c1	-2.2	0.8	0.1	-5.6	1.5	-2.7	-0.1	-1.9	-0.5	98.7
CC(=O)Nc1ccc(S(=O)(=O)Nc2cccc(-c3cn4c(n3)SCC4)c2)cc1	-4.3	0.1	2.7	-0.4	-0.3	-1.5	2.1	-16.3	-8.0	93.0
CN(CC(=O)Nc1cccnc1)S(=O)(=O)c1ccc(Br)cc1	2.9	-4.8	1.1	15.6	-3.6	0.3	-1.6	-4.3	-13.6	111.1
O=C(COc1ccccc1)N1N=C(c2cccnc2)CC1(O)C(F)(F)F (stereo not drawn)	7.1	-1.2	-0.2	5.5	3.1	·	-0.1	5.5	-12.4	104.1
CC(OC(=O)CNS(=O)(=O)c1ccc(C#N)cc1)C(=O)Nc1ccc(Cl)cn1 (stereo not drawn)	-5.6	-1.3	1.6	8.5	-4.1	1.9	-1.2	-19.4	-6.8	94.5
COc1ccc(/C=C(\CC(=O)O)c2nc3ccccc3s2)cc1O	-1.1	-0.2	2.3	1.1	-1.8	4.6	-2.0	11.7	4.6	101.4
Cn1c(=N)n(CC(=O)c2ccc(Br)cc2)c2ccccc21	-0.8	34.0*	-0.5	-180.1	-3.0	11.0	-1.2	1.0	33.0	106.3
CN(C)c1ccc(N=Nc2ccccc2C(=O)OCC(=O)NCC2CCCCC2)cc1	-1.1	-1.3	-2.5	6.7	-4.3	13.4	-0.8	6.9	-7.6	96.9
COc1ccccc1-c1nnc(SC(C)C(=O)N2CCOCC2)o1 (stereo not drawn)	2.8	-1.3	2.3	7.2	-3.9	0.8	0.8	-9.5	-15.6	110.2
Cc1ccc(NS(=O)(=O)c2ccc(OCC(=O)N3CCOCC3)cc2)cc1	0.4	-1.4	-1.5	7.8	1.7	·	-0.4	-6.3	-3.1	99.0
CC(C)C(NC(=O)C(C)N1C(=O)c2ccccc2C1=O)c1ccccc1 (stereo not drawn)	-4.4	-3.4	-4.7	15.3	-3.4	-2.0	-0.8	-1.2	27.1	103.0
Cc1ccc2c(c1)N(CC(=O)O)C(=O)CO2	-2.7	0.2	-1.0	-0.9	-2.7	·	0.1	-0.7	-6.6	99.8
Cc1nn(-c2ccccc2)c(C)c1/C=N/n1c(-c2ccccc2Br)n[nH]c1=S	-10.8	-4.2	6.9	20.6	0.4	-0.1	2.2	2.8	-20.9	·
CN1CCN(NC(=S)Nc2ccc(Oc3ccccc3)cc2)CC1	-1.6	0.8	1.6	-5.5	-1.6	-2.9	1.7	-19.9	4.0	105.3
CC(=O)Nc1ccc(OCC(O)CN2CCN(c3ccc(C)c(Cl)c3)CC2)cc1 (stereo not drawn)	-7.8	0.7	·	-4.0	2.6	·	-1.3	-15.2	7.2	122.0
CCCCOC(=O)c1nc(Cl)c(Cl)c(N)c1Cl	-1.5	0.0	-3.4	0.1	-4.3	-3.0	1.3	-5.2	-6.5	111.6
Cc1ccccc1OCCCC(=O)Nc1ccc(S(=O)(=O)Nc2onc(C)c2C)cc1	4.8	0.3	5.2	-2.5	-4.7	0.2	0.5	-22.7	-3.6	101.3
Cc1nn(C(=O)N2CCOCC2)c(C)c1C	1.0	-2.4	-2.8	13.1	2.0	-3.7	-0.6	-3.0	6.5	68.8
Cc1cc(Br)ccc1NC(=O)CN(C)C(=O)CCSc1ccc(F)cc1	-3.9	1.5	1.3	-8.3	-4.9	-4.0	-1.4	0.3	14.4	99.9
CN(CC(=O)Nc1ccccc1Cl)C(=O)C1CCN(C(=O)c2ccc(Cl)cc2)CC1	0.4	-1.1	-2.9	5.9	-1.0	22.3	-1.6	-3.4	30.9	·
Nc1c(C(=O)O)sc2nc(-c3ccccc3)cc(-c3ccc(Cl)cc3)c12	-9.5	-0.5	2.0	2.8	-3.7	-0.2	1.0	3.3	1.1	111.0
Cc1nnc(SC/C=C/c2ccccc2)n(N)c1=O	1.8	-1.5	4.3	7.1	1.8	-1.0	-0.1	5.6	31.6	107.8
C=C(C)COc1ccc(-c2nc(N)ncc2-c2ccc(Br)cc2)c(O)c1	8.5	0.7	-1.8	-3.0	-4.8	-2.9	-3.5	-2.2	-9.6	106.7
CC(C)CCNC(=O)C(C)N(C(=O)c1snc(C(N)=O)c1N)c1cnc2ccccc2c1 (stereo not drawn)	-10.3	-1.6	-1.1	8.0	-1.7	-3.6	1.1	-4.9	3.0	97.6
CN(C)c1ccc(S(=O)(=O)NCC(=O)OCC(=O)NC(=O)C2CCCCC2)cc1[N+](=O)[O-]	0.2	-3.3	4.9	12.8	3.5	2.0	-0.2	1.4	5.1	105.0
Cc1ccc(S(=O)(=O)N2CCC(C(=O)NCC3CC3)CC2)cc1	-4.3	-0.5	1.4	3.4	-2.2	3.4	-0.4	3.6	-0.9	93.8
CN1C(=O)C(c2nnc(Nc3cccc4ccccc34)s2)C2CC1(C)Oc1ccccc12 (stereo not drawn)	-2.2	2.5	1.1	-13.4	-4.0	-2.1	-1.9	-3.5	-1.7	99.4
CC1(C(=O)N2CCN(C(=O)c3ccco3)CC2)CC1(Br)Br (stereo not drawn)	3.4	-3.2	3.5	17.2	-1.1	1.4	0.2	-2.7	-4.0	107.1
CN(C)c1ccc(C(=O)Nc2cc(C(F)(F)F)ccc2-n2cncn2)cc1	3.5	-0.7	0.1	4.3	0.2	·	-1.7	-2.9	9.0	·
CC(=O)Nc1ccc(NC(=O)c2cc(-c3cc(C)cc(C)c3O)n[nH]2)cc1	3.9	-0.6	-0.7	2.6	-6.1	4.7	-0.3	-13.2	-1.8	91.5
COC(C)(C)[C@@H](O)COc1c2ccoc2cc2oc(=O)ccc12	-2.3	-2.1	2.0	11.6	-2.6	-1.9	-2.0	8.6	1.3	102.8
CCOc1ccc(N2C(=O)CC(N(CCc3ccc(OC)c(OC)c3)C(=O)/C=C/C(=O)O)C2=O)cc1 (stereo not drawn)	10.5	-2.7	7.7	13.3	0.3	-1.6	1.7	5.5	-6.2	106.0
CN(C)S(=O)(=O)c1ccc(N2CCCC2)c(C(=O)Nc2ccccc2)c1	-11.7	-0.4	1.0	2.8	-6.3	-4.4	-0.2	-6.7	-1.8	103.3
O=C(CCCc1ccccc1)NCCc1ccccc1	-2.6	-0.9	4.6	4.9	-0.7	17.1	-0.6	1.6	-1.5	112.5
Cc1cc(OCc2ccccc2)ccc1/C(O)=C1/C(=O)C(=O)N(Cc2cccnc2)C1c1ccncc1 (stereo not drawn)	8.3	0.8	-2.8	-3.7	-5.6	-1.9	0.6	3.3	7.4	·
Cc1nc2ccc(C(=O)Nc3ccc4nc[nH]c4c3)cc2[nH]1	5.0	-2.7	2.4	13.6	-3.3	-0.7	0.2	2.9	-3.2	117.3
CN(C)c1nc(N(C)C)n(C(=O)c2cccs2)n1	-6.1	-2.7	-0.6	13.4	1.5	-2.2	0.3	9.2	38.1	108.0
Cc1cccc(C(=O)NCCC(=O)Nc2ccc(C#N)cc2)c1	-3.1	0.8	-2.3	-6.2	-4.5	-0.8	-0.3	14.7	12.7	·
CCNC(=O)c1c(NC(=O)c2cc(-c3cc(C)cc(C)c3O)n[nH]2)sc2c1CCCC2	2.2	-2.1	-26.7	11.2	-0.8	7.8	-2.1	0.1	14.3	88.9
Cc1cc([N+](=O)[O-])ccc1NC(=O)C1CCCO1 (stereo not drawn)	-0.5	0.5	0.5	-2.6	3.0	-3.0	2.3	0.3	0.2	102.2
CCCNC(=O)c1nn2c(C(F)(F)F)cc(-c3ccccc3)nc2c1Br	-7.6	-0.2	2.7	0.9	1.2	-0.1	-1.3	-0.3	27.1	116.8
O=C(CNC1CCCCC1)Nc1ccc(Cl)cc1	0.7	1.1	3.2	-5.4	0.0	-0.1	3.1	-6.3	-0.5	98.5
CC(C)CCOC(=O)/C(=C/c1ccco1)NC(=O)/C=C/c1ccccc1	2.5	0.5	-1.5	-2.4	1.8	·	1.0	-10.1	-3.5	·
COc1ccc(OC)c(-c2csc(NC(=O)c3ccc(F)cc3)n2)c1	-3.7	-1.7	-2.3	8.5	2.1	1.4	-13.4	3.2	18.6	113.2
Cc1ccnc(NS(=O)(=O)c2ccc(NC(=O)CN3C(=O)c4ccccc4S3(=O)=O)cc2)n1	-7.5	-1.5	-1.3	10.0	-0.5	-0.6	1.7	1.4	1.6	-14.6
Cc1ccc(Cn2cc(/C=N/NC(=O)Cc3nnc(NC(=O)c4ccc(C)cc4)s3)c3ccccc32)cc1	6.4	-2.7	-0.8	13.4	-0.8	23.9	1.3	-4.4	5.8	106.1
